DT40 TDP1 no CPT: qHTS for Inhibitors of human tyrosyl-DNA phosphodiesterase 1 (TDP1): qHTS in cells in absence of CPT | 420,000 compounds, 15% hits | Potency, µM (series often up to 46.2 µM), without a hit: at the highest dose activity change, negative = growth inhibition, usual class: inhibitors | DT40 Tdp1-/- hTDP1 cells, no CPT, ATP luminescence, 48 h; also: nearly all actives have a fitted effect of over 55% in size
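No-CPT arm: Tdp1-/-;hTDP1 DT40 cells (400/well) plus compounds, incubated ≥48 hr at 37 °C. Readout CellTiter-Glo luminescence.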
TDP1 cell CPT: DT40-hTDP1 cell growth loss with CPT; chicken DT40 Tdp1-/-;hTDP1 cells + 20 nM CPT, ATP luminescence, 48 h; Potency, µM (titrated, usually from 46.2 µM), for inactives: at the top dose activity change, negative = growth inhibition, hits mostly inhibitors; 420,000 compounds, 12% hits; also: nearly all actives have a fitted effect of over 55% in size
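Chicken DT40 Tdp1-/- cells complemented with human TDP1, 400 cells/well, exposed to compounds plus 20 nM camptothecin for at least 48 h at 37 C; viability read as ATP content by CellTiter-Glo luminescence.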
KAT2A inh: inhibitors of human GCN5L2 histone acetyltransferase | Potency, µM (highest dose often 58.9 µM), for inactives: at the highest dose activity change, negative = inhibition, actives largely listed as inhibitors | Q92830 | 390,000 compounds, 0.21% hits | GCN5L2 HAT assay, ThioGlo1 CoA-SH fluorescence
Target sequence (Q92830 whole entry, looked up): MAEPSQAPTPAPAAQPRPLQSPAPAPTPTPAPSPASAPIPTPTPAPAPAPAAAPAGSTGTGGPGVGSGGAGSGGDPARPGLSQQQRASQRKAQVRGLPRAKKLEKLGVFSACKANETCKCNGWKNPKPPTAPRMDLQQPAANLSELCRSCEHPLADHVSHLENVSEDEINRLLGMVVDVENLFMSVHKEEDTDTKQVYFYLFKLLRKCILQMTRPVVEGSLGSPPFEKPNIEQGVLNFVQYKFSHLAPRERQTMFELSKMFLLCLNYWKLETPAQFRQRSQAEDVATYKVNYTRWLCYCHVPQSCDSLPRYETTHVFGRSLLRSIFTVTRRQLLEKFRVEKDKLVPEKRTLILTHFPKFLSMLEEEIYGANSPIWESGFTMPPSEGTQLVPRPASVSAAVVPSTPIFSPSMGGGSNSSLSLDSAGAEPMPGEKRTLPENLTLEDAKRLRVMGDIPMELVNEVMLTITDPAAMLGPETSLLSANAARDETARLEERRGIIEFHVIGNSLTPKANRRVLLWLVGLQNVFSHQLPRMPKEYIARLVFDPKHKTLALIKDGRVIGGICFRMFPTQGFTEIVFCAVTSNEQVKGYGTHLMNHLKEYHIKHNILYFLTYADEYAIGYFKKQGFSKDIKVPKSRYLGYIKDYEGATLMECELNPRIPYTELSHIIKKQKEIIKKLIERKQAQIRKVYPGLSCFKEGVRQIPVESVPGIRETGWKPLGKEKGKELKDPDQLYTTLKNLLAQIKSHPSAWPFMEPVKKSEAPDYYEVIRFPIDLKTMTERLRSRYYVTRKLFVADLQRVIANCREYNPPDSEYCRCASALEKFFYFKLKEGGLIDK
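Free CoA generated was detected with ThioGlo1 (50uM) fluorescence at Ex340nm/Em540nm, read immediately and after 20 min at room temperature. Enzyme, 20 nM in HEPES pH 7.5 buffer, saw compounds 15 min before adding 75uM H3(1-25) peptide and 70uM acetyl-CoA.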
* hit, by the source's call; ? = inconclusive; . = not tested or not shown; [ ] = remark or other dose. Calls follow the shape of the dose curve; as a rule, active = well fitted curve in the direction sought with a large enough effect; inconclusive = small, poorly fitted or top-dose-only effect, or another doubt; inactive = no such curve, though single readings can be large; an effect the other way counts as inactive or inconclusive. % is scaled to controls: 0 for no effect and ±100 for the full control effect; potency is read from the fitted curve at half-maximal effect.

Below each compound: DT40 TDP1 no CPT, TDP1 cell CPT, KAT2A inh
CSC1=NC2(CCCCC2)CC12C=CC(=O)C=C2
  3.4%, -4.2%, -0.9%
O=C(NC(=S)Nc1cccc2c(O)cccc12)c1ccco1
  -9.2%, -27.9%, -3.4%
C=CCN(C(=O)c1csnn1)C(C(=O)NCc1ccc(F)cc1)c1sccc1C (centres undefined)
  -28.0%, ?, -3.2%
Cc1ccc(CSC2=Nc3ccccc3C3=NC(CCC(=O)N4CCN(c5ccccc5)CC4)C(=O)N23)cc1 (centres undefined)
  20.6µM*, 20.6µM*, -7.0%
CCCc1c(-c2ccccc2)ncn1Cc1ccccc1OC
  5.8µM*, 7.31µM*, .
CCn1nc(NC(=O)C2CCCO2)c2cc3cc(C)ccc3nc21 (centres undefined)
  -23.1%, -5.2%, -2.8%
Fc1ccccc1/C=N/n1cc(-c2ccccc2)[nH]c1=S
  8.2µM*, 14.6µM*, -15.6%
CCOC(=O)/C=c1\s/c(=C\c2ccc(C#N)cc2)c(=O)n1CC(=O)Nc1cccc(C)c1C
  5.17µM*, 1.3µM*, -3.1%
CCOC(=O)c1nnc(-c2ccccc2)nc1NC
  0.7%, -1.6%, -11.9%
O=C(O)c1cn(C2CC2)c2cc(N3CCN(S(=O)(=O)c4ccc5c(c4)OCCO5)CC3)c(F)cc2c1=O
  14.6µM*, 14.6µM*, -12.0%

(list continues)
Below each compound: DT40 TDP1 no CPT, TDP1 cell CPT, KAT2A inh
CC(C)C1N(C(=O)CN2CCCC2)CCN1S(=O)(=O)c1ccccc1 (centres undefined)
  11.8%, -1.5%, -2.8%
COc1cc2c(NC3CCN(C)CC3)nc(N3CCCN(C)CC3)nc2cc1OCCN(C)C
  11.2µM*, 11.2µM*, .
COc1cccc(NC(=O)COC(=O)C2=NN(c3ccccc3)C(=O)CC2)c1
  14.2%, 18.6%, -7.4%
O=C1NC[C@H](Cc2ccccc2)N(C[C@H]2CCCN2C[C@H](Cc2ccccc2)N2C[C@H](Cc3ccccc3)N(CC3CCCCC3)C(=O)C2=O)C1=O
  ?, 20.6µM*, .
Cn1c(N)c(C(=O)COC(=O)C2CCCC2)c(=O)n(C)c1=O
  7.5%, 7.5%, -0.2%
COc1ccc(CCNC(=O)CCS(=O)(=O)c2ccc3c(c2)CCN3C(C)=O)cc1OC
  -3.4%, -7.2%, -18.4%
O=C(COC(=O)CCc1nc2ccccc2n1-c1ccccc1)Nc1cccc(Cl)c1
  ?, ?, -3.3%
Cc1ccc(C)c(Cn2c3ccccc3c3cnn(CC(=O)NC4CCCCCC4)c(=O)c32)c1
  13µM*, ?, -1.5%
COc1ccc(CCC(=O)Nc2nc3c(s2)CN(C)CC3)cc1OC
  -6.4%, -10.6%, -0.6%
COc1cc(Cl)c(C)cc1NC(=O)c1c(C)oc2nc(C)nc(N3CCCC3)c12
  ?, ?, 19.2%

Carrying on:
Below each compound: DT40 TDP1 no CPT, TDP1 cell CPT, KAT2A inh
Cc1cccc(N(C(=O)c2csnn2)C(C(=O)NC(C)(C)C)c2ccncc2)c1 (centres undefined)
  6.6%, 13.2%, -0.5%
C(=C/c1nccc2c1[nH]c1ccccc12)/c1ccc2c(c1)OCO2
  11.2µM*, 5.62µM*, -4.4%
O=S(=O)(c1ccccc1)N1CCc2ccccc21
  -7.8%, 5.4%, .
Cc1ccc(NC2CCCN(C(=O)CCn3nccc3C)C2)cc1C (centres undefined)
  -21.4%, ?, -5.0%
COc1cc(/C=C(\C#N)C(=O)NC2CCCCC2C)ccc1OS(=O)(=O)c1ccc(C)cc1 (centres undefined)
  16.4µM*, ?, -13.1%
COCCCNC(=O)C[C@H]1C[C@H](C(=O)N(C(C)C)C(C)C)[C@@]2(C)c3[nH]c4cc(CCC(=O)N(C)C)ccc4c3CCN2C1=O
  1.1%, 0.1%, -4.0%
O=S(=O)(NCC(c1ccc2c(c1)OCO2)N1CCOCC1)c1ccccc1 (centres undefined)
  -18.9%, -7.9%, -7.5%
CCOC(=O)c1nnn(-c2nonc2N)c1COc1ccccc1
  -0.8%, 1.6%, -9.2%
CCNS(=O)(=O)c1ccc(-c2ccc(-n3cnnn3)cc2)cc1
  -13.9%, -10.0%, -4.7%
COc1cc(CC(=O)NCc2ccc3c(c2)OCO3)cc(OC)c1OC
  -19.9%, -24.7%, -2.7%

As a working copy, two of the compounds above:
Below each compound: DT40 TDP1 no CPT, TDP1 cell CPT, KAT2A inh
Cc1cccc(N(C(=O)c2csnn2)C(C(=O)NC(C)(C)C)c2ccncc2)c1 (centres undefined)
  6.6%, 13.2%, -0.5%
C(=C/c1nccc2c1[nH]c1ccccc12)/c1ccc2c(c1)OCO2
  11.2µM*, 5.62µM*, -4.4%

Continuation.
Below each compound: DT40 TDP1 no CPT, TDP1 cell CPT, KAT2A inh
O=c1[nH]c2ccc(Cl)cc2c(O)c1Cc1ccccc1
  -12.3%, 1.3%, 10.9%
CC(C)CCN1C(Nc2ccccc2)=NC[C@@H]1Cc1ccccc1
  16.4µM*, ?, 4.5%
CN1C(=O)CC(Sc2ncccc2C(=O)O)C1=O (centres undefined)
  7.7%, -18.6%, -14.4%
COc1ccccc1C(=O)NNC(=O)c1ccc(Cl)cc1
  8.9%, 5.4%, -4.0%
CCC(Oc1ccccc1F)C(=O)NCCN1CCOCC1 (centres undefined)
  -4.5%, -22.2%, -2.8%
Cc1ccc(N2C(=O)CSC2c2cccnc2)cc1F (centres undefined)
  -19.4%, -12.6%, ?
CCc1cc(C=NC2CCCCC2)c(O)s1
  ?, ?, -9.5%
CC(C)CCN1CCN(Cc2ccoc2)CC1CCO (centres undefined)
  6.1%, 7.4%, 3.2%
Clc1ccc(N2CCN(Cc3nnc(-c4ccc5c(c4)OCO5)o3)CC2)cc1
  18.4µM*, ?, 0.4%
CCNC(=O)/C(C#N)=C/c1c(N2CCOCC2)nc2ccccn2c1=O
  -23.3%, -12.9%, -8.6%

Whole records, looked up by structure. Order of screens: DT40 TDP1 no CPT | TDP1 cell CPT | KAT2A inh
CCc1cc(C=NC2CCCCC2)c(O)s1 as listed: ? | ? | -9.5%
O=c1[nH]c2ccc(Cl)cc2c(O)c1Cc1ccccc1 as listed: -12.3% | 1.3% | 10.9%
Cc1ccc(N2C(=O)CSC2c2cccnc2)cc1F (centres undefined) as listed: -19.4% | -12.6% | ?
COc1ccccc1C(=O)NNC(=O)c1ccc(Cl)cc1 as listed: 8.9% | 5.4% | -4.0%

(cont.)
Below each compound: DT40 TDP1 no CPT, TDP1 cell CPT, KAT2A inh
Cc1ccc(N2C(=O)c3ccccc3C2(O)c2ccccc2)cc1 (centres undefined)
  -4.4%, 0.1%, .
CNc1oc(Cc2cccc3ccccc23)nc1C#N
  -15.9%, -16.3%, -9.2%
CCOc1ccc(C(=O)CC(=O)C(=O)NCCc2ccc(OC)c(OC)c2)cc1
  ?, ?, -7.9%
O=C(COc1ccccc1[N+](=O)[O-])N1CCN(c2ccccn2)CC1
  11.5%, 30.9%[activator], -14.0%
CN1CCN(c2nc(-c3ccccc3)nc3c2oc2ccccc23)CC1
  ?, ?, -0.9%
O=C(C[n+]1cccc2cc(Cl)ccc21)c1ccc2ccccc2c1
  3.98µM*, 5.01µM*, .
COc1ccc(/C=C2\C(=O)ON=C2c2ccccc2)cc1
  20.6µM*, ?, -12.6%
CSc1ccccc1C(=O)N1CCCC(CCC(=O)NCc2ccc(F)c(F)c2)C1 (centres undefined)
  ?, ?, 0.1%
Cc1nc(C)c(NC(=O)N2CCc3ccccc32)cc1NC(=O)N1CCc2ccccc21
  ?, -24.4%, -0.9%
CC(C)[C@H](NC(=O)N1CC(=O)Nc2ccccc21)C(=O)N[C@H](Cc1c[nH]c2ccccc12)C(=O)O
  -7.2%, 0.6%, 9.6%

New compounds follow
Below each compound: DT40 TDP1 no CPT, TDP1 cell CPT, KAT2A inh
COc1ccc(-c2coc3ccc(OC4OC(COC(C)=O)C(OC(C)=O)C(OC(C)=O)C4OC(C)=O)c(OC(C)=O)c3c2=O)cc1 (centres undefined)
  8.41µM*, ?, .
O=C(NC1CCCC1)c1cc(=O)[nH]c2ccccc12
  -12.3%, -5.0%, 0.2%
Cc1nc(N2CCOCC2)nc(OCCN2CCOCC2)c1[N+](=O)[O-]
  -0.9%, 3.2%, -4.1%
Cc1ccc(CC(=O)Nc2ccc(F)c([N+](=O)[O-])c2)cc1C
  ?, -23.4%, -11.6%
Cc1ccc(NC(=O)C2Oc3ccccc3OC2C)cc1 (centres undefined)
  -16.1%, -23.9%, -13.5%
CSCCC(NC(=O)OCc1ccccc1)C(=O)O (centres undefined)
  5.7%, -2.2%, -2.5%
CCCCN(C)Cc1c(C)[nH]c2c(Cl)cccc2c1=O
  -5.8%, -27.6%, -22.2%
CCN(CC)c1ccc(C(=O)NNC(=O)c2cccn2C)cc1
  -27.2%, -26.8%, -28.9%
O=C(OCCOc1cccc(Cl)c1)c1cc(S(=O)(=O)N2CCCCC2)ccc1N1CCOCC1
  8.2µM*, 14.6µM*, 3.3%
O=C1COc2ccc(S(=O)(=O)N3CCCCCC3)cc2N1
  -9.6%, 14.1%, -4.4%

Continuation:
Below each compound: DT40 TDP1 no CPT, TDP1 cell CPT, KAT2A inh
O=C(Nc1nc(-c2ccc(S(=O)(=O)N3CCOCC3)cc2)cs1)c1ccccc1
  11.6µM*, ?, -4.6%
COc1ccc(C(=O)Nc2c(F)c(F)c(F)c(F)c2F)cc1OC
  ?, -21.8%, .
O=C(Cc1ccc(Cl)cc1)N1CCN(C(=O)c2ccco2)CC1
  -7.7%, -7.6%, ?
O=C(COC(=O)/C=C/c1ccccc1)Nc1cccnc1Cl
  -14.0%, 0.2%, -8.4%
O=C(Cn1ccc2cc(S(=O)(=O)N3CCCCC3)ccc21)NCc1cccc(Cl)c1
  ?, ?, 0.9%
COC(=O)C1C(O)=C(C(C)=N)C(=O)CC1(C)C (centres undefined)
  -0.5%, 2.3%, -1.1%
Cc1cccc2cc(CN(C(=O)c3ccc(-c4ccc(F)cc4)cc3)C3CC3)c(N3CCC(O)CC3)nc12
  23.1µM*, ?, .
CCOc1ncccc1C(=O)Nc1cc(S(=O)(=O)N2CCCCC2)ccc1Cl
  -25.0%, -21.4%, -13.9%
CCOc1ccc(C(=O)c2cn(CC(=O)Nc3ccc(F)c(F)c3)c3cc4c(cc3c2=O)OCCO4)cc1
  25.9µM*, ?, -5.2%
CCOC(=O)N1CCN(C(=O)c2ccc(N(C)S(=O)(=O)c3ccc(C)cc3)cc2)CC1
  ?, ?, -6.7%

The listing continues.
Below each compound: DT40 TDP1 no CPT, TDP1 cell CPT, KAT2A inh
Cc1ccc(S(=O)(=O)N2CCN(C(=O)CN3C(=O)NC(C)(c4ccc5ccccc5c4)C3=O)CC2)cc1 (centres undefined)
  ?, ?, .
O=c1[nH]c2ccccc2c(O)c1O
  5.8µM*, 8.2µM*, -16.5%
CC(=O)Nc1nnc(-c2ccco2)o1
  4.1%, 15.2%, 9.0%
CC(C)C(NS(=O)(=O)c1cccs1)C(=O)Nc1nc(C(C)(C)C)cs1 (centres undefined)
  23.1µM*, 16.4µM*, -0.6%
COc1ccc(S(=O)(=O)N(C)C[C@H]2Oc3c(NS(=O)(=O)c4ccc(F)cc4)cccc3C(=O)N([C@H](C)CO)C[C@@H]2C)cc1
  ?, ?, -2.9%
NC(=O)c1ccc[n+](CC(=O)Nc2ccccc2C(=O)O)c1
  -14.8%, -1.9%, 0.8%
O=C(Nc1cccc(F)c1)N1CCCC2(CCN(C(=O)c3cccc(F)c3)CC2)C1
  -15.3%, -1.8%, -3.7%

Seven entries picked at random from the list so far:
Below each compound: DT40 TDP1 no CPT, TDP1 cell CPT, KAT2A inh
COc1ccc(S(=O)(=O)N(C)C[C@H]2Oc3c(NS(=O)(=O)c4ccc(F)cc4)cccc3C(=O)N([C@H](C)CO)C[C@@H]2C)cc1
  ?, ?, -2.9%
CC(C)C(NS(=O)(=O)c1cccs1)C(=O)Nc1nc(C(C)(C)C)cs1 (centres undefined)
  23.1µM*, 16.4µM*, -0.6%
Cc1ccc(S(=O)(=O)N2CCN(C(=O)CN3C(=O)NC(C)(c4ccc5ccccc5c4)C3=O)CC2)cc1 (centres undefined)
  ?, ?, .
NC(=O)c1ccc[n+](CC(=O)Nc2ccccc2C(=O)O)c1
  -14.8%, -1.9%, 0.8%
O=c1[nH]c2ccccc2c(O)c1O
  5.8µM*, 8.2µM*, -16.5%
CC(=O)Nc1nnc(-c2ccco2)o1
  4.1%, 15.2%, 9.0%
O=C(Nc1cccc(F)c1)N1CCCC2(CCN(C(=O)c3cccc(F)c3)CC2)C1
  -15.3%, -1.8%, -3.7%

High-throughput results deposited in PubChem by National Center for Advancing Translational Sciences (NCATS).

Only part of the results is shown; count on the stated rates, not on these rows.
